Rtt109 Vps75: inhibitors of Candida albicans Rtt109/Vps75 histone acetyltransferase | Q5AAJ8 | purified Rtt109/Vps75, ThioGlo CoA-SH fluorescence, 4 h | hit rate 0.16% among 330,000 | AID 540336 | inhibition, % at 34.9 µM;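 active means inhibition of at least 50% in every replicate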
Target sequence (Q5AAJ8 whole entry, looked up): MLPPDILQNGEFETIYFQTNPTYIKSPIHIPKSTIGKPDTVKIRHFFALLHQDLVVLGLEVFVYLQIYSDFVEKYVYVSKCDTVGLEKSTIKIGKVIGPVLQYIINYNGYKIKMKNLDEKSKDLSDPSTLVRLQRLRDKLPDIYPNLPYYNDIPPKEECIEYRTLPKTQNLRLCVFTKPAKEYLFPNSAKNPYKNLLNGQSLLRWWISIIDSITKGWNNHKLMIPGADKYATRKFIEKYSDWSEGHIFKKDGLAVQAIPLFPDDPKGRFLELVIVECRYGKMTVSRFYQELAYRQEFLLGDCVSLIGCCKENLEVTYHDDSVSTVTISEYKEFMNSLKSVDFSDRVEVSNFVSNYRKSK
AddAB inh: less growth of phage-infected E. coli with AddAB; E. coli expressing H. pylori AddAB, absorbance growth; inhibition, % at 11.9 µM; hit rate 0.29% among 330,000; AID 435030; in the data active means inhibition above about 12%;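 further: 0% = vehicle wells of infected cells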
PvdQ inh: blocks Pseudomonas aeruginosa PvdQ acylase activity; purified PvdQ acylase, fluorescence plate reader; inhibition, % at 10 µM; hit rate 0.063% among 340,000; AID 488965; in the data active means inhibition above about 30%, passing the limit was not always enough;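 further: 0% = vehicle neutral wells and 100% = reference inhibitor wells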
CAL PDZ FP: human CAL PDZ-peptide interaction inhibition. purified CAL PDZ, TMR-peptide fluorescence polarization, 1 h. inhibition, % at 20 µM. hit rate 0.02% among 330,000. AID 504414;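 active means highest replicate inhibition of at least 40%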;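 further: plate controls were DMSO neutral control wells for no effect and unlabeled competitor peptide control wells for full effect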
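Material: tagged CAL PDZ domain; buffer or medium: 25 mM sodium phosphate pH 7.4, 150 mM NaCl, TCEP, IgG, Thesit; compound dosing: single point, 20 µM; schedule: 1 h incubation at room temperature before polarization reading; measured by: FP readout, S and P plane fluorescence; read-out basis: percent inhibition from loss of millipolarization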
phage Ecoli inh: E. coli growth loss with phage present | growth absorbance | inhibition, % at 11.9 µM | hit rate 0.26% among 360,000 | AID 651602; in the data active means inhibition above about 11%
Wnt bcat act: activates Wnt/beta-catenin signaling in a reporter cell assay | activator, plate reader | activation, % at 9.35 µM | hit rate 1.2% among 300,000 | AID 743398; in the data active means activation above about 30%, passing the limit was not always enough;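 further: 0% = neutral control wells and 100% = positive control wells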
DAGLB inh: blocks human DAGLB lipase activity; hit rate 0.059% among 340,000; Q8NCG7; HEK293T DAGLB membrane lysate, EnzChek fluorogenic substrate; inhibition, % at 5.17 µM; in the data active means inhibition above about 34%;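 further: 0% = enzyme with vehicle and 100% = wells lacking enzyme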
Target sequence (Q8NCG7 whole entry, looked up): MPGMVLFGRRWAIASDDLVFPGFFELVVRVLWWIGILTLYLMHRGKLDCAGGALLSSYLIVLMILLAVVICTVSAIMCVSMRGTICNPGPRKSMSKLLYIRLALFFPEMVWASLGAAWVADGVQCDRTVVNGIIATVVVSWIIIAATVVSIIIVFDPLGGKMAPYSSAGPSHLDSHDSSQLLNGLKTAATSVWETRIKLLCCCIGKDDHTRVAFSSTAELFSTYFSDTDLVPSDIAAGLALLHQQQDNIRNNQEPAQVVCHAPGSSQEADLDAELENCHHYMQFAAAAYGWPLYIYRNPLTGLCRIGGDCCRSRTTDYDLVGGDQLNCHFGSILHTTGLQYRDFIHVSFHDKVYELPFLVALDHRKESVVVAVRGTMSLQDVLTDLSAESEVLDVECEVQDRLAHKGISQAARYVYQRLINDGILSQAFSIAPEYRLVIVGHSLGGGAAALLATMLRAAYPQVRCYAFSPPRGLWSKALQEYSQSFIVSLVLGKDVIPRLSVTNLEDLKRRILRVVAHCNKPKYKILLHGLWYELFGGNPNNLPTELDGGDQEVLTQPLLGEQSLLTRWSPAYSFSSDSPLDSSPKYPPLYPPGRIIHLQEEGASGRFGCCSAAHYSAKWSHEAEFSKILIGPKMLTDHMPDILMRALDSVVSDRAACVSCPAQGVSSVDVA
Tat transport: E. coli Tat transport inhibition; E. coli MC4100 TorA-mCherry Tat export, fluorescence; inhibition, % at 10 µM; hit rate 0.036% among 340,000; AID 488895;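 active means mean replicate inhibition at least 50% and at least half of replicates individually reaching 50%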;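 further: exported cargo escapes ClpAP degradation while cytoplasmic cargo is degraded and loses fluorescence; 0% = median of neutral control wells and 100% = median of NaSCN control wells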
PfHsp90 set2: growth inhibition of yeast expressing Plasmodium Hsp90; hit rate 0.32% among 310,000; S. cerevisiae expressing PfHsp90, BacTiter-Glo ATP, 48 h; yeast lacking PDR1 and PDR3 efflux regulators; AID 504621; inhibition, % at 9.4 µM;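 active means every replicate shows inhibition above about 80%, whatever the replicate mean, limit read from the data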;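 further: 0% = DMSO neutral controls and 100% = 20 µM radicicol positive controls; yeast relying on Plasmodium falciparum Hsp90 in place of its own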
E coli growth: counter-screen for AddAB inhibitors: E. coli growth inhibition; E. coli V3065 growth, OD600 absorbance, 18 h; inhibition, % at 11.9 µM; hit rate 0.27% among 330,000;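 active means inhibition above the campaign's mean inhibition across all tested compounds plus 3 SD, cut at about 9.9% in these data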;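 further: uninfected addAB+ strain grown without phage in ampicillin broth; 0% = DMSO wells and 100% = ciprofloxacin 0.95 µg/ml wells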
* hit, by the source's call; nt = no result given.

Fields: Rtt109 Vps75	AddAB inh	PvdQ inh	CAL PDZ FP	phage Ecoli inh	Wnt bcat act	DAGLB inh	Tat transport	PfHsp90 set2	E coli growth
- Cc1cc(C)cc(N)c1
→ -7	2.4	-19	-0.1	1.7	-2	1	13	11	0.9
- Cn1cnnc1SCC(=O)NCCC(c1ccccc1)c1ccccc1
→ 6	2.6	-10	-0.2	3.2	nt	2	0	6	-0.8
- O=C(CCn1c(=S)oc2ccccc21)Nc1ccc2c(c1)OCCO2
→ 3	2.9	7	-0.7	-0.2	nt	-1	9	18	0.4
- CCCNC(=O)COC(=O)c1c2c(nc3ccccc13)CCC2
→ -22	0.2	-13	-2.9	1.5	-5	1	4	-8	-1.4
- CSc1ccc(/C=N/NC(=O)CN2CCN(Cc3ccccc3Cl)CC2)cc1
→ -3	3.3	-3	0.3	1.0	nt	1	-2	-3	-0.6
- COc1ccc(C(=O)NNC(=O)C(=O)Nc2cccc3ccccc23)cc1
→ 8	-2.9	5	-2.5	-2.8	-3	3	-8	-7	-7.5
- COC(=O)Cc1c(C)nc2nc(Cc3ccccc3)[nH]n2c1=O
→ -1	2.7	5	-1.4	2.1	-1	0	2	-6	2.2
- COc1cccc(C(=O)N(Cc2ccc3c(c2)OCO3)Cc2nc3ccccc3c(=O)[nH]2)c1
→ -3	-0.7	-2	-2.1	2.4	nt	-1	-2	1	-1.8
- COc1cccc(CN(CC(=O)NCc2ccccc2)S(=O)(=O)CCl)c1
→ 4	0.9	-12	-0.5	4.2	-1	-3	-3	-8	-2.3
- Cc1nc(N2CCc3ccccc3C2)[nH]c(=O)c1Cc1ccccc1
→ 2	-1.8	-9	0.0	2.8	-1	-1	-9	-28	-2.2
- Cc1oc(/N=C/c2ccc(Cl)cc2Cl)c(C#N)c1C
→ 1	nt	-7	-1.6	0.8	nt	1	-4	-9	nt
- O=C1C(C=NCc2cccnc2)=C(O)c2ccccc21
→ 1	nt	-8	-1.1	2.2	nt	2	-6	11	nt
- CCCN1CCN(C(=O)C2CCN(c3nnc(C)c4c(C)n(-c5ccc(C)cc5)nc34)CC2)CC1
→ 6	1.2	3	-0.7	2.2	-1	-4	-3	-6	-2.1
- Cc1ccc(NC(=O)[C@@]2(CC(=O)O)CC(/C=C/c3ccccc3)=NO2)c(C)c1
→ 4	0.6	-6	-0.4	-0.6	0	0	8	-10	-0.5
- C=CCOc1ccc(C2/C(=C(/O)c3ccc(OC)cc3)C(=O)C(=O)N2CCN2CCNCC2)cc1 (stereo unspecified)
→ -3	-0.2	-15	-1.0	0.8	1	0	0	7	0.2
- N#Cc1ccccc1NC1=CC(=O)CCC1
→ -21	1.0	-3	0.1	1.2	nt	2	-7	nt	2.0
- Cc1cc(C)c(C)c(SCC(=O)Nc2oc(C)c3c(C)n[nH]c(=O)c23)c1C
→ 15	1.0	-5	-2.5	1.9	-1	3	-1	7	1.1
- O=C(O)CC1NCCc2ccccc21 (stereo unspecified)
→ -4	1.5	-18	-1.2	1.4	-1	-5	4	-1	-0.6
- O=C(c1ccco1)N1CCN(c2nc(C3CC3)nc3sc4c(c23)CCCC4)CC1
→ 11	2.8	-8	-2.3	nt	nt	3	3	-8	1.4
- CCOc1ccc(S(=O)(=O)Nc2cccc(C(=O)NCC3CCCO3)c2)cc1 (stereo unspecified)
→ 0	1.0	-4	-1.4	0.8	-2	-2	-2	-1	1.6
- CCCCCn1c(Br)nc2c1c(=O)n(CC(N)=O)c(=O)n2C
→ -13	0.4	-7	-0.6	2.7	-1	2	-7	-10	1.1
- COc1ccc(-c2csc(NC(=S)NC(=O)/C=C/c3ccco3)n2)cc1Br
→ -3	2.9	-16	-4.9	1.0	-5	nt	-5	-11	1.8
- N#Cc1c(-c2ccccc2)nc2n(-c3ccccc3)nc(C(=O)Nc3ccccc3)n2c1=O
→ -2	3.2	-8	-2.4	-0.8	nt	-9	-5	-2	1.5
- Cc1ccc(C2=C(CC(=O)O)C(=O)CC2)cc1
→ 3	0.8	-8	0.8	2.7	-1	2	-11	-3	-0.1
- Cc1cc(C)nc(SCC(=O)NC2=NC(=O)C(C)S2)n1 (stereo unspecified)
→ nt	-0.8	nt	nt	0.5	-1	nt	nt	nt	0.7
- S=c1[nH]nc(-c2ccco2)n1/N=C/c1cccs1
→ 3	0.0	-14	-0.3	2.1	nt	2	4	-22	-0.9
- NC(=O)c1ccc(-n2nnnc2SCC(=O)Nc2ccccc2F)cc1
→ 5	-2.6	7	nt	-0.1	1	-4	-3	-3	-0.9
- CCOC(=O)Nc1ccccc1C(=O)N1CCOCC1
→ -1	3.5	-16	-1.3	4.2	1	-1	-10	18	-3.0
- COc1ccc(/C=N\NC(=O)c2nn(C)cc2Cl)cc1CN1CCOCC1
→ 8	5.0	2	-0.5	1.6	-2	1	-9	-7	2.2
- CCC1(c2ccc(F)cc2)NC(=O)N(CC(=O)Nc2cccc(S(=O)(=O)N3CCCC3)c2)C1=O (stereo unspecified)
→ 4	nt	-5	-2.7	2.1	25	1	-1	27	nt
- COc1cc(NC(=O)CCCNC(=O)c2ccc(Cl)cc2)cc(OC)c1
→ -5	0.3	-15	-1.0	0.4	-4	-3	-3	0	1.5
- CCCCCC(C)NC(=S)NC(=O)c1cc(S(=O)(=O)N2CCOCC2)ccc1C (stereo unspecified)
→ 7	0.2	12	-1.6	0.5	-10	-2	-9	-13	1.3
- Cc1ccc2[nH]cc(CCNS(=O)(=O)c3ccc(F)cc3)c2c1
→ 2	nt	-11	-0.5	0.8	0	-3	6	-28	nt
- CCOc1ccccc1-n1c(SCC(=O)N2CCOCC2)nnc1-c1ccccn1
→ 13	-0.1	-20	nt	1.4	0	1	-3	4	-0.4
- CC(=O)c1cccc(NC(=O)c2ccccc2OCc2ccc(F)cc2)c1
→ 6	1.7	-5	-1.6	0.1	-5	-4	-5	-3	0.4
- COc1ccccc1NC(=O)C(=O)NCCCN1CCCC1=O
→ -20	2.6	-10	-0.5	1.0	11	1	-1	-25	3.0
- CC(C)CCOc1cccc(OCC(=O)NC2CCS(=O)(=O)C2)c1 (stereo unspecified)
→ 2	0.7	-4	-2.1	1.9	nt	-5	6	7	-1.7
- Cc1ccc(N2C(=O)[C@@H]3[C@H](C2=O)C2c4ccccc4C=CN2[C@@H]3C(=O)c2ccco2)cc1 (stereo partly specified)
→ 0	nt	5	nt	-2.6	nt	1	-15	4	nt
- O=C1OCC(c2ccc(Cl)s2)=C1c1ccccc1[N+](=O)[O-]
→ -5	-2.7	8	-0.6	0.3	-2	0	-5	5	0.3
- CCOc1cc2c(Cl)ncnc2c(OCC)c1OCC
→ 6	2.2	-5	0.7	0.0	0	0	1	10	-0.7
- COCCCN1C(=O)c2ccc(C(=O)O)cc2C1=O
→ -7	1.7	-4	-0.8	1.7	nt	-1	-1	-26	-0.6
- CC[C@@H]1C(=O)[C@H](Cc2ccccc2)[C@H]2CCCC(=O)N3CC[C@@H]1[C@@H]23
→ -5	nt	-9	0.0	2.1	-2	0	1	-21	nt
- Cc1ccccc1/C=N/n1c(-c2cc(-c3ccccc3)n[nH]2)n[nH]c1=S
→ 1	0.3	-7	-1.2	-0.8	4	7	-1	23	3.1
- CCOc1ccc(CC(C(N)=O)C(N)=O)cc1CN(C)C
→ -10	0.4	4	-0.7	2.3	-1	-8	-3	7	-1.3
- CS(=O)(=O)N1CCN(C(=S)NCc2ccc(F)cc2)CC1
→ 4	4.6	-2	-0.7	2.6	-1	0	-2	7	1.7
- O=C(Cn1nc(-c2ccccc2)nc1-c1ccccc1)N1CCOCC1
→ -4	3.5	-18	-1.8	2.2	2	-2	4	-19	0.6
- CCOC(=O)c1ccc2c(c1)nc(SC/C(O)=C(\C#N)c1nc3ccccc3[nH]1)n2CC
→ -4	-1.1	-15	-2.5	0.8	nt	-2	-4	-16	0.2
- O=[N+]([O-])c1ccc(S(=O)(=O)NCCc2cn3ccccc3n2)cc1
→ 17	-0.3	8	-0.4	2.9	-1	-2	2	10	3.4
- COc1ccc(CCNc2cc(C)nc3c(-c4ccccc4OC)cnn23)cc1OC
→ 4	-0.9	-21	-2.5	0.1	3	-3	-3	12	0.7
- Cc1ccc(S(=O)(=O)N2CCN(C(=O)COC(=O)COc3cccc(C(F)(F)F)c3)CC2)c(C)c1
→ 3	-0.7	7	-2.1	1.8	-1	-2	3	1	-0.3
- CC1CC(C)CN(C(=O)CNS(=O)(=O)c2cccs2)C1 (stereo unspecified)
→ -5	1.7	11	-0.3	1.5	-2	-2	-3	6	-0.8
- O=C(O)C1CCN(S(=O)(=O)c2ccc(Oc3ccccc3)cc2)CC1
→ 8	2.2	6	-0.4	2.8	0	-2	2	nt	1.2
- Cc1ccc(-n2ncc3c2CC(C)(C)CC3NC(=O)c2ccc[n+]([O-])c2)cc1 (stereo unspecified)
→ 7	2.5	-17	-1.6	0.9	1	2	-9	-24	-2.7
- CSc1nc(SCCN(C)C)c2c3c(sc2n1)COC(C)(C)C3
→ -5	-0.7	-11	-0.8	3.1	1	-2	-2	-10	0.5
- Cc1ccc(CONC(=O)c2ccc(OC(F)F)cc2)cc1
→ 3	1.4	-5	15	2.0	7	-8	-1	nt	2.1
- CC12C=CC(=O)C=C1CCC1C2CCC2(C)C(C(=O)CO)CCC12 (stereo unspecified)
→ -11	nt	-11	-0.6	3.0	-2	0	13	1	nt
- CC1CCN(C(=O)CCS(=O)(=O)c2cc3c(cc2Cl)NC(=O)CO3)CC1
→ 1	-0.3	-11	0.1	2.4	-3	-2	3	32	-2.9
- CCOc1ccc2c(c1)-c1c(ssc1=S)C(C)(C)N2C(=O)c1ccco1
→ -22	2.7	-10	-0.7	0.1	nt	16	-1	28	-1.0
- CC(C)c1ccc(CNC(=O)C(=O)NCC2CCCO2)cc1 (stereo unspecified)
→ 1	-0.2	-5	-2.8	2.1	5	0	2	24	-0.5
- C[C@H](CO)N1C[C@H](C)[C@@H](CN(C)S(=O)(=O)c2ccccc2)Oc2c(NC(=O)Nc3ccccc3)cccc2C1=O
→ -11	3.4	13	-0.3	0.7	-2	-1	8	0	-0.9

The results go on:
Fields: Rtt109 Vps75	AddAB inh	PvdQ inh	CAL PDZ FP	phage Ecoli inh	Wnt bcat act	DAGLB inh	Tat transport	PfHsp90 set2	E coli growth
- CCc1c(O)nc(SC2CC(=O)N(c3ccc(F)c(Cl)c3)C2=O)[nH]c1=O (stereo unspecified)
→ 0	-2.4	-20	-0.4	1.3	0	1	-2	1	-1.0
- COCc1c(N)c(C)nc(Cl)c1C#N
→ -2	2.3	-14	-1.0	3.1	-1	0	-7	18	0.3
- Cc1cccc(Nc2nc(N)nc(CN3CCN(Cc4ccc5c(c4)OCO5)CC3)n2)c1
→ 10	-1.9	6	-0.1	-1.7	nt	-1	-3	nt	-4.2
- O=C1NC(=O)/C(=C\c2ccc(Oc3cnccn3)cc2)S1
→ -15	1.6	-6	-2.3	4.2	2	3	0	2	0.6
- O=C(NCC(c1cccs1)N1CCOCC1)c1cc(=O)[nH]c2ccccc12 (stereo unspecified)
→ 20	1.2	-2	-1.1	1.0	0	0	4	3	2.0
- O=C(NC1CCCCC1)c1ccc(CNc2nc(=S)[nH]c3ccccc23)cc1
→ -18	2.8	2	0.3	-0.3	-1	-2	-7	-6	3.0
- COCCSc1ccccc1C(=O)N1CCN(Cc2ccc3c(c2)OCO3)CC1
→ 2	3.9	-6	-3.0	-0.5	-2	0	-4	-34	-0.4

An excerpt from above in order of the Rtt109 Vps75 value, high to low:
Compound | Rtt109 Vps75
O=C(NCC(c1cccs1)N1CCOCC1)c1cc(=O)[nH]c2ccccc12 (stereo unspecified) | 20
COCCSc1ccccc1C(=O)N1CCN(Cc2ccc3c(c2)OCO3)CC1 | 2
O=C1NC(=O)/C(=C\c2ccc(Oc3cnccn3)cc2)S1 | -15
